High-throughput results as filed in PubChem.
RORg inh: inhibitors of mouse ROR gamma transcriptional activity | P51450 | Drosophila S2 Gal4-RORgamma UAS-luciferase reporter, 20 h | Potency, µM (highest dose often 53.6 µM), for the others: at the highest dose activity change, negative = inhibition, most hits filed as inhibitors | 310,000 compounds, 5.4% hits | AID 2551; also: potency is read from the fitted curve at half-maximal effect; % is scaled to controls: 0 for no effect and ±100 for the full control effect; nearly all actives have a fitted effect of over 60% in size
Target sequence (P51450 whole entry, looked up, the tested form may be a part): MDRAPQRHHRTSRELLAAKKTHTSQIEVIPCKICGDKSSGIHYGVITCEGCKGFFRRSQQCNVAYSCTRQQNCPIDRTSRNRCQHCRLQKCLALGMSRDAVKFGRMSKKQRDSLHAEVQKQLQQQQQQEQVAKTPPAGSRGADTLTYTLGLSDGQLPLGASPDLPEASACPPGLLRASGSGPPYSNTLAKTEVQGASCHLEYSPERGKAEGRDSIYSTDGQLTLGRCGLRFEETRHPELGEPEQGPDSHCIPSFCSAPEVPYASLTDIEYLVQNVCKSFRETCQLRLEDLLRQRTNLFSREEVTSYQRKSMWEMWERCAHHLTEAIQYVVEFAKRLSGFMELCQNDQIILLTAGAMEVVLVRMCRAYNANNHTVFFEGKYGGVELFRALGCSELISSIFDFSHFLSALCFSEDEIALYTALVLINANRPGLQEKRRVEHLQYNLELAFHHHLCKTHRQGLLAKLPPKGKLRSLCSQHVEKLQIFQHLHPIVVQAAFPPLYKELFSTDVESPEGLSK
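In this cell-based reporter format, copper sulfate (700 uM final) drives Gal4–ROR gamma fusion expression from a metallothionein promoter in Drosophila Schneider cells; compounds preincubated 1 hr, reporter read after 20 hr at ambient temperature.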
NPC1 prom act: NPC1 promoter activation; Huh7 NPC1 promoter luciferase reporter, 24 h; Potency, µM (doses to about 9.22 µM), inactives show top-dose activation, usual class: activators; 320,000 compounds, 2.4% hits; AID 485313;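 also: potency is read from the fitted curve at half-maximal effect; % of control where 0% means no effect; nearly all actives have a fitted effect of over 60% in size; reporter is driven by a mutant NPC1 promoter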
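In 1536-well qHTS, Huh7 cells harboring an NPC1 promoter–luciferase construct received compound for 24 h; activation was quantified by luminescence following luciferase reagent addition.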
BRCA1 expr up: increases BRCA1 expression; MCF7-BRCA1-FFLuc reporter, luminescence, 48 h; response scale: scaled: vehicle 0%, 10 µM genistein 100%; Potency, µM (series often up to 46.1 µM), without a hit: top-dose activation, most hits filed as activators; 380,000 compounds, 1.1% hits; also: potency is read from the fitted curve at half-maximal effect; nearly all actives have a fitted effect of over 80% in size; some results filed as inactive show a strong effect at the top dose
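MCF7-BRCA1-FFLuc cells, 2000/well in phenol-red-free MEM, attached 2 h then treated 48 h at 37 C. Luciferase luminescence read 15 min after reagent; normalized to genistein maximum activation (10microM) and DMSO, concentration-response fitted.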
Tb PFK inh: blocks T. brucei phosphofructokinase; O15648; T. brucei PFK, ADP-Glo luminescence; Potency, µM (top dose mostly 57.5 µM), for the others: at the top dose activity, negative = inhibition, actives largely listed as inhibitors; 330,000 compounds, 0.17% hits; AID 485367;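 also: potency is read from the fitted curve at half-maximal effect; 0% = uninhibited 1x PFK enzyme wells and -100% = no-enzyme wells; nearly all actives have a fitted effect of over 60% in size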
Target sequence (O15648 whole entry, looked up): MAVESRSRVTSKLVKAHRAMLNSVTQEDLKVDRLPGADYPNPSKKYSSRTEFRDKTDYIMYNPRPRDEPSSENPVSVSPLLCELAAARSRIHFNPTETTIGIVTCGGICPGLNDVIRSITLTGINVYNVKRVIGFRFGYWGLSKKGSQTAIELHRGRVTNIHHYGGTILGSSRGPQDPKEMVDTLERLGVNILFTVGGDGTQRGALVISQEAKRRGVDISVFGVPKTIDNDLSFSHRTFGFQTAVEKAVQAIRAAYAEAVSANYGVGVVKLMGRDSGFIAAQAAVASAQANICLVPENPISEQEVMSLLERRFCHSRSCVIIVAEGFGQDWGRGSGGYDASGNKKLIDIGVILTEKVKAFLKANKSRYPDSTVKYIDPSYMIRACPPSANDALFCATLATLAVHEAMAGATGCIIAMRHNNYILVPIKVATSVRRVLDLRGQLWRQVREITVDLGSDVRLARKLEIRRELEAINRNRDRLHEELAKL
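Luminescent ADP detection (ADP-Glo, two-step: ATP depletion then ADP-to-ATP conversion for luciferase) reported PFK activity after 45 min room-temperature reaction of 1.25 nM enzyme with 0.5 mM F6P and 0.1 mM ATP at pH 8.0.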
ELG1 repair inh: inhibitors of ELG1-dependent DNA repair in HEK293T cells; HEK293T ELG1-luciferase reporter, luminescence, 16 h; DNA damage induced by 5-fluorouridine; Potency, µM (titrated, usually from 46.1 µM), inactives show top-dose activity change, negative = inhibition, actives largely listed as inhibitors; 330,000 compounds, 2.3% hits; AID 504467; also: potency is read from the fitted curve at half-maximal effect; % is scaled to controls: 0 for no effect and ±100 for the full control effect; nearly all actives have a fitted effect of over 55% in size
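HEK293T cells expressing luciferase-tagged ELG1 (2,000/well) received 5-Fluorouridine plus compound or DMSO for 16 hr at 37 °C. Luciferase was read by ONE-Glo luminescence after 30 min at room temperature.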
VP16 counter: Gal4-VP16 reporter inhibition counter-screen. 310,000 compounds, 3.5% hits. AID 2546. Potency, µM (highest dose often 53.6 µM), without a hit: at the highest dose activity, negative = inhibition, most hits filed as inhibitors. Drosophila S2 Gal4-VP16 UAS-luciferase, luminescence, 20 h;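 also: Gal4-VP16 expression switched on by copper sulfate through the metallothionein promoter; potency is read from the fitted curve at half-maximal effect; % is scaled to controls: 0 for no effect and ±100 for the full control effect; nearly all actives have a fitted effect of over 50% in size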
ELG1 genotoxic: induces genotoxicity in HEK293T cells with luciferase-tagged ELG1 | 330,000 compounds, 1.3% hits | Potency, µM (highest dose often 46 µM), for inactives: at the top dose activity change, positive = activation, hits mostly activators | AID 504466 | HEK293T ELG1-luciferase reporter, luminescence, 16 h; also: potency is read from the fitted curve at half-maximal effect; % of control where 0% means no effect; nearly all actives have a fitted effect of over 60% in size
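Cells (2,000/well) expressing the ELG1-luciferase fusion are dosed by pin tool and kept 16 hr at 37 °C, 5% CO2. Signal comes from ONE-Glo luciferase reagent after 30 min at room temperature.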
Rab9 promoter act: Rab9 promoter activation. AID 485297. Potency, µM (highest dose often 9.22 µM), for inactives: at the highest dose activation, negative = inhibition, usual class: activators. Huh7 Rab9 promoter-luciferase reporter, luminescence, 24 h. 320,000 compounds, 2.8% hits; also: potency is read from the fitted curve at half-maximal effect; % of control where 0% means no effect; nearly all actives have a fitted effect of over 60% in size
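Steps: seed 1500 Huh7 Rab9-luc cells per well, rest 2 h at 37 °C; add compound in DMSO; incubate 24 h; add luciferase reagent, 10 min ambient; read luminescence.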
FLuc modulator: inhibits or activates purified firefly luciferase, miR-21 counter-screen. AID 588342. purified FLuc, Km substrates, luminescence inhibition. Potency, µM (titrated, usually from 57.5 µM), without a hit: top-dose activity change, negative = inhibition, actives largely listed as inhibitors. 360,000 compounds, 6.9% hits;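 also: potency is read from the fitted curve at half-maximal effect; plate controls were vehicle for no effect and reference inhibitor for full effect; nearly all actives have a fitted effect of over 55% in size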
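Purified P. pyralis luciferase (10nM final) with 10uM D-luciferin and 10uM ATP (Km levels) in 50mM Tris acetate pH 7.5, 10mM Mg acetate, 0.01% Tween-20, 0.05% BSA; qHTS 6-point titration, ~60 µM downward; luminescence read.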
TRPV1 ag: agonists of human vanilloid receptor 1 (TRPV1) | 320,000 compounds, 0.19% hits | activation, % at 8.33 µM | AID 540275 | TRPV1-expressing cells, Fluo-8 calcium influx, agonist mode; in the data active = activation above about 80%; inconclusive = between about 30% and that limit; also: 0% is about no effect
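Cells expressing TRPV1 were dye-loaded with Fluo-8 and read kinetically: 10 s baseline, 3 min after compound (agonist portion), then 2 min after EC20 capsaicin (allosteric enhancer portion). Calcium-bound dye fluorescence at 480/520 nm.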
p53 reactivator: mutant p53 re-activation in reporter cells; Potency, µM (titrated, usually from 92.2 µM), without a hit: top-dose activity change, positive = activation, most hits filed as activators; H1299 p53-A138V BP100-luciferase reporter, luminescence, 24 h; 320,000 compounds, 0.063% hits; also: potency is read from the fitted curve at half-maximal effect; % of control where 0% means no effect; nearly all actives have a fitted effect of over 45% in size
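H1299 (p53-null), stable ts p53-A138V + BP100-Luc; 1000 cells/well, Opti-MEM/10% FBS; cpd 4 pt, 1:5; 24 h, 37 deg C, 5% CO2; detection reagent 10 min RT; luminescence.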
An asterisk follows results filed as active; ? = inconclusive; / = no result given; [ ] = dose if it differs, or a comment. Unless noted, calls follow the shape of the dose curve; as a rule, active = well fitted curve in the direction sought with a large enough effect; inconclusive = small, poorly fitted or top-dose-only effect, or another doubt; inactive = no such curve, though single readings can be large; an effect the other way counts as inactive or inconclusive. Not a hit list, and some 15% of all compounds hit somewhere here.

SMILES | RORg inh | NPC1 prom act | BRCA1 expr up | Tb PFK inh | ELG1 repair inh | VP16 counter | ELG1 genotoxic | Rab9 promoter act | FLuc modulator | TRPV1 ag | p53 reactivator
CCOCCCNC(=O)CCc1nnc2ccc(N3CCCCC3)nn12 | -11% | 1% | -23% | -6% | -7% | -12% | 1% | -5% | -2% | -3 | 8%
CCN(c1ccccc1)S(=O)(=O)c1ccc(C(=O)N2CCCC(C(F)(F)F)C2)cc1 (stereo not given) | / | -2% | -1% | 0% | -2% | / | 7% | 7% | -2% | 22 | -4%
CCc1nc(SCc2nc3ccccc3[nH]2)c2oc3ccccc3c2n1 | 19% | -3% | -62% | 4% | ? | -7% | -18% | -1% | ? | -1 | -2%
Cc1ccc(S(=O)(=O)N2CCN(C(=O)c3cccc(-n4cccc4)c3)CC2)cc1 | / | 3% | 16% | -29% | 1% | / | 3% | 2% | 2% | 1 | -8%
O=C(Nc1cc(N2CCOCC2)ncn1)NC1(C(F)(F)F)Oc2ccc(Cl)cc2O1 (stereo not given) | -31% | -9% | / | -25% | -11% | 16µM* | 14% | -7% | 0% | 5 | 18%
O=C(Cc1coc(-c2ccc(F)cc2)n1)Nc1ccccc1 | 25% | 6% | 49% | 0% | 20% | -1% | -3% | 2% | -5% | ? | 2%
Cc1ccc(NC(=O)CCN2C(=O)c3ccncc3C2=O)cc1 | 7% | -1% | 12% | 0% | 9% | 0% | -1% | -6% | 1% | -3 | 0%
O=C(N/N=C\c1cn[nH]c1-c1ccc(Cl)cc1)c1cccs1 | ? | 0% | 20% | 2% | 15% | ? | 4% | 2% | -14% | 1 | -2%
CCOCCOC(=O)c1cccc2c1-c1ccccc1C2=O | 15% | -1% | 0% | -2% | 3% | 4% | -1% | -7% | 5% | 18 | 8%
CN1C(=O)N(CC(=O)N2CCN(c3ccccc3F)CC2)C(=O)C12CCCCC2 | / | -2% | 2% | -9% | 1% | / | 0% | 1% | 1% | -2 | -3%
CCC1CCC/C1=N\NC(=O)CCC(=O)Nc1ccccc1Cl (stereo not given) | -22% | -1% | -14% | -7% | -4% | 3% | 0% | 0% | 0% | -4 | -2%
CCn1c(C(C)NC(=O)c2ccc(Cl)cc2)n[nH]c1=S (stereo not given) | 7.1µM* | -7% | -29% | -4% | -4% | -3%[10 µM] | 0% | -2% | -7% | 2 | -3%
S=C(Nc1ccccc1)N1N=C(c2cccs2)CC1c1cccs1 (stereo not given) | ? | 5% | 29% | 0% | 12% | -5% | 6% | 6% | -3% | 1 | 5%
Cc1ccc(NC(=O)C2CC(=O)N(Cc3ccco3)C2)cc1 (stereo not given) | 6% | 0% | 5% | -6% | 3% | -15% | -1% | 1% | 1% | 1 | 5%
COc1cc(NC(=O)c2ccc(COCC(F)(F)F)o2)cc(OC)c1OC | -31% | 0% | -59% | 0% | 1% | 2% | 1% | -9% | -3% | 3 | 0%
OCC1(Cc2ccccc2C(F)(F)F)CCN(Cc2cccc3cnccc23)CC1 | -41% | -3% | -5% | 3% | ? | -1% | -3% | 0% | -1% | -2 | -5%
O=C(CCS(=O)(=O)CCN1CCOCC1)NCNC(=O)CCS(=O)(=O)CCN1CCOCC1 | 13% | -1% | 4% | 6% | 0% | 1% | -3% | 0% | -2% | 2 | -5%
Cc1ccc(-n2ncc3c(NCCCn4ccnc4)ncnc32)c(C)c1 | 21% | 0% | -7% | -10% | ? | -1% | -2% | -7% | 0% | -2 | 10%
Cc1ccccc1OCC(=O)NNC(=O)CSc1nc(N)cc(N)n1 | 16% | 1% | -47% | -3% | 5% | 6% | 3% | 3% | 3% | 1 | 0%
Cc1ccccc1CS(=O)(=O)Cc1ccc(C(=O)NCc2cccnc2)o1 | 12% | -5% | -6% | 2% | -10% | 3% | -1% | -5% | 3% | 0 | 2%
CCOC(=O)c1c(NC(=O)CC2SC(N)=NC2=O)sc(C)c1C (stereo not given) | ? | -2% | 7% | 0% | -3% | 2% | 0% | -9% | 1% | 9 | -1%
COc1cccc(-n2c(Cc3cc(=O)[nH]c(=O)[nH]3)nnc2SCc2cccc(C(F)(F)F)c2)c1 | 36% | -2% | 1% | -4% | 10% | -1% | -2% | 4% | -1% | 1 | -2%
CCn1cc(C(=O)NCCCN(C)C)c(=O)c2cc(F)c(N3CCN(C)CC3)cc21 | ? | 1% | 25% | 3% | -6% | 17% | 2% | -1% | -2% | 0 | -9%
CCOC(=O)c1cnc2c(-c3ccc(F)cc3)cnn2c1C(F)(F)F | ? | 17% | -51% | 2% | -18% | -23% | -3% | -2% | ? | 3 | -7%
O=C1c2ccccc2-c2c1cccc2C(=O)N1CCN(C(=O)c2ccco2)CC1 | 23% | 3% | 2% | 0% | 6% | 3% | 5% | 5% | -19% | -1 | -3%

(cont.)
SMILES | RORg inh | NPC1 prom act | BRCA1 expr up | Tb PFK inh | ELG1 repair inh | VP16 counter | ELG1 genotoxic | Rab9 promoter act | FLuc modulator | TRPV1 ag | p53 reactivator
CC(=O)NCCCC(=O)NN1C(=S)N(Cc2ccccc2)C(=O)C1CC(=O)Nc1cccc(C)c1 (stereo not given) | 8% | -5% | -16% | -1% | 6% | -1% | -2% | -11% | -3% | 1 | 1%
O=C(CNC1CCCCC1)NCC1(c2ccccc2)CCCC1 | 15% | -3% | -20% | 0% | ? | 1% | -9% | -6% | 2% | ? | 1%
CCc1ccccc1N(CC)C(=O)c1cn(CC)c(=O)c2cc(OC)c(OC)cc12 | 8% | -2% | -5% | -2% | ? | -9% | -5% | -1% | -3% | 18 | -3%
CCN(CC(=O)Nc1ccc2c(c1)OCCO2)C(=O)c1cccc(OCC(C)C)c1 | 7% | 1% | 7% | 3% | 3% | -2% | 0% | 10% | 0% | 0 | -1%
CCC(C)[C@@H](N)C(=O)N/N=C/c1cccc2nccnc12 (stereo not given in full) | -12% | -2% | -8% | 1% | -25% | 8% | -5% | 1% | 5% | -2 | 1%
CCN(C(=O)CSc1nnc(-c2ccncc2)n1C)C1CCS(=O)(=O)C1 (stereo not given) | 16% | 8% | 1% | -4% | 10% | 8% | -5% | 1%[1.84 µM] | -5% | -3 | -2%
CC(=O)Nc1sc(C)c(C)c1C(=O)OCC(=O)NCc1ccc(F)cc1 | / | -1% | 4% | -9% | 4% | / | 4% | -4% | 3% | 0 | 2%
O=c1cc(-c2ccc([N+](=O)[O-])cc2)nc2cc(-c3ccc(Cl)cc3)[nH]n12 | ? | 0% | / | ? | -1% | 4% | -1% | -7% | ? | 0 | 1%
CCOC(=O)C1=C(c2ccccc2)NC(=S)NC1c1cccc([N+](=O)[O-])c1 (stereo not given) | ? | 1% | -30% | -1% | -20% | ? | -1% | -3% | -2% | 6 | 2%
Cn1nc(NC(=O)CC23CC4CC(CC(C4)C2)C3)c2c(F)cccc21 | -9% | 3% | -2% | 0% | -13% | 5% | -3% | -1% | -3% | 1 | 0%
COc1ccc(-c2c(C)nc3c(-c4ccsc4)cnn3c2N)cc1 | -34% | 0.32µM* | ? | 7% | ? | ? | 1.8µM* | 0.25µM* | 0.6µM* | -1 | ?

Whole records, quoted from the list:
`CC(=O)NCCCC(=O)NN1C(=S)N(Cc2ccccc2)C(=O)C1CC(=O)Nc1cccc(C)c1` (stereo not given) is listed as RORg inh: 8%; NPC1 prom act: -5%; BRCA1 expr up: -16%; Tb PFK inh: -1%; ELG1 repair inh: 6%; VP16 counter: -1%; ELG1 genotoxic: -2%; Rab9 promoter act: -11%; FLuc modulator: -3%; TRPV1 ag: 1; p53 reactivator: 1%
`COc1ccc(-c2c(C)nc3c(-c4ccsc4)cnn3c2N)cc1` is listed as RORg inh: -34%; NPC1 prom act: 0.32µM*; BRCA1 expr up: ?; Tb PFK inh: 7%; ELG1 repair inh: ?; VP16 counter: ?; ELG1 genotoxic: 1.8µM*; Rab9 promoter act: 0.25µM*; FLuc modulator: 0.6µM*; TRPV1 ag: -1; p53 reactivator: ?
`O=c1cc(-c2ccc([N+](=O)[O-])cc2)nc2cc(-c3ccc(Cl)cc3)[nH]n12` is listed as RORg inh: ?; NPC1 prom act: 0%; BRCA1 expr up: /; Tb PFK inh: ?; ELG1 repair inh: -1%; VP16 counter: 4%; ELG1 genotoxic: -1%; Rab9 promoter act: -7%; FLuc modulator: ?; TRPV1 ag: 0; p53 reactivator: 1%
